Bioassay records (PubChem BioAssay)
TR SRC2 fluor cs – Total Fluorescence Counterscreen for Inhibitors of the Interaction of Thyroid Hormone Receptor and Steroid Receptor Coregulator 2 | TRb/SRC2 Texas Red total fluorescence interference | Potency, µM (series often up to 106 µM), inactives show top-dose fluorescence change, negative = quenching | 0.29% of 280,000 active | AID 1479, 2009; active = well fitted curve in either direction with a large enough effect; inconclusive = small, poorly fitted or top-dose-only effect; note: % is set by controls: 0 for no effect and ±100 for the full control effect
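Human TRb ligand-binding domain at 0.6 uM with 20 nM Texas Red SRC2 peptide in Tris buffer containing 1 uM T3 and 5% DMSO, incubated with compound 5 h at ambient temperature. Total fluorescence (555/632 nm) calculated as parallel + 2 × perpendicular.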
Tau fluor counter – Counterscreen qHTS for Inhibitors of Tau Fibril Formation, Fluorescence Polarization; tau K18 P301L Alexa594 fluorescence, heparin fibrillization; Potency, µM (highest dose often 57.7 µM), without a hit: at the highest dose activity change, negative = decrease; 0.93% of 280,000 active; AID 1463, 2008; note: % is set by controls: 0 for no effect and ±100 for the full control effect; nearly all actives have a fitted effect of over 55% in size
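Human tau K18 P301L (15 uM unlabeled, 0.24 uM Alexa 594-labeled) in 100 mM sodium acetate pH 7 with 20 uM heparin, 6 hr at 37 C. ThT 30 uM added, 1 hr ambient; Alexa 594 FP and total fluorescence read at 555/632 nm.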
L3MBTL1 block – qHTS Assay for the Inhibitors of L3MBTL1; Lethal(3)malignant brain tumor-like protein 1 (Homo sapiens), Q9Y468; AlphaScreen L3MBTL1–H3K9me1 peptide binding; Potency, µM (top dose mostly 57.1 µM), for inactives: at the highest dose activity, negative = inhibition, hits mostly inhibitors; 0.66% of 230,000 active; note: % is set by controls: 0 for no effect and ±100 for the full control effect; nearly all actives have a fitted effect of over 60% in size
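Displacement of a biotinylated histone H3(1-15) peptide monomethylated at Lys9 (75 nM) from L3MBTL1 (50 nM) was measured by AlphaScreen after a 30 min room-temperature compound incubation; cefsulodin titration served as intraplate control.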
Tau fibril ThT – qHTS for Inhibitors of Tau Fibril Formation, Thioflavin T Binding; 2.1% of 270,000 active; Potency, µM (doses to about 57.4 µM), without a hit: at the top dose activity, negative = inhibition, actives largely listed as inhibitors; recombinant tau K18 P301L, heparin-induced fibrillization, ThT fluorescence; Microtubule-associated protein tau (Homo sapiens), P10636; note: % is set by controls: 0 for no effect and ±100 for the full control effect; nearly all actives have a fitted effect of over 55% in size
Target sequence (P10636 561-689 P618L limits assumed): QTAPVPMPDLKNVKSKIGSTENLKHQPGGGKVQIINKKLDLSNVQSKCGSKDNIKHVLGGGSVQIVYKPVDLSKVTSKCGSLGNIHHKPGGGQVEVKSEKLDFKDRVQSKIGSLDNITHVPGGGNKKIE
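ThT emission at 510 nm, taken 1 hr after adding 30 uM dye, quantifies aggregates formed when 20 uM heparin acts on human tau K18 P301L for 6 hr at 37 C.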
HTT ATP protect – qHTS Multiplex Assay to Identify Dual Action Probes in a Cell Model of Huntington: Cytoprotection (ATP). PC12 HTT-Q103 induced, cytoprotection, ATP luminescence, 40 h. Potency, µM (highest dose often 56.4 µM), for inactives: cytoprotection (ATP increase), hits mostly activators. 0.14% of 230,000 active. AID 1471, 2008;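 note: % of control where 0% means no effect; nearly all actives have a fitted effect of over 45% in size; toxic huntingtin expression switched on by the ecdysone agonist tebufenozide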
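Cells were plated at 1500 per well in phenol red-free DMEM with 5% equine and 5% calf serum. Tebufenozide (100 nM final) and compounds were added, then ATPlite reagent, and luminescence was read.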
Tau FP inhib – qHTS for Inhibitors of Tau Fibril Formation, Fluorescence Polarization; Microtubule-associated protein tau (Homo sapiens), P10636; K18 P301L tau heparin fibrillization, Alexa594 FP, 6 h; Potency, µM (highest dose often 57.7 µM), without a hit: at the highest dose activity, negative = inhibition, most hits filed as inhibitors; 0.39% of 280,000 active; note: % is set by controls: 0 for no effect and ±100 for the full control effect; nearly all actives have a fitted effect of over 55% in size
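Compound effects on tau fibrillization are measured by Alexa 594 fluorescence polarization (ex 555, em 632 nm). K18 P301L tau is used at 15 uM with 0.24 uM labeled tracer, and 20 uM heparin induces aggregation over 6 hr at 37 C.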
RECQ1 inh – qHTS Assay for Inhibitors of RecQ-Like Dna Helicase 1 (RECQ1). RECQ1 DNA unwinding, red fluorescence kinetic read. Potency, µM (titrated, usually from 57.3 µM), for inactives: top-dose activity, negative = inhibition, hits mostly inhibitors. 0.54% of 240,000 active;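 note: plate controls were vehicle for no effect and no enzyme for full effect; nearly all actives have a fitted effect of over 30% in size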
Target sequence (P46063 whole entry, looked up): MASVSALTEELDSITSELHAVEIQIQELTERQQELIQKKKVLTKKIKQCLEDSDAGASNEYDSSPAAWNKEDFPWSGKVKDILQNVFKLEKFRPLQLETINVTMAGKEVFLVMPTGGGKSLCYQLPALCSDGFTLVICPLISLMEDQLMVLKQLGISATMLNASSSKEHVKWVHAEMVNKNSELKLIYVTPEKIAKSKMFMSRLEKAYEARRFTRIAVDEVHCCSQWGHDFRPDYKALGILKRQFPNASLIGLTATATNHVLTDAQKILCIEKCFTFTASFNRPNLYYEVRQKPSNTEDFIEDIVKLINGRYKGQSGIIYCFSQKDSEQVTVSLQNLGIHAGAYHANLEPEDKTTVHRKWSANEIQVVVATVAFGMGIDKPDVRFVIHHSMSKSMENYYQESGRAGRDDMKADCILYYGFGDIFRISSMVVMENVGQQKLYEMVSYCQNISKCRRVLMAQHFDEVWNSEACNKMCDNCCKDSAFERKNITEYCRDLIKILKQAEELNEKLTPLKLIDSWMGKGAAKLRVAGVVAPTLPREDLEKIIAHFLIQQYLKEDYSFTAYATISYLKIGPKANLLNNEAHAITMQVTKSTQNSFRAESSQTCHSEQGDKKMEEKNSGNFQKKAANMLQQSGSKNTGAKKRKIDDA
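RECQ1T1 50 nM; forked duplex (20 bp + 30-nt ss tails) 200 nM, ATP 2 mM final; pH 8.0, 2 mM MgCl2, 2.5 ug/ml poly(dI-dC); 15 min compound preincubation; discontinuous kinetic read over 2 h at RT.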
TRb SRC2 PPI – qHTS for Inhibitors of the Interaction of Thyroid Hormone Receptor and Steroid Receptor Coregulator 2. Potency, µM (titrated, usually from 106 µM), inactives show at the top dose activity change, negative = inhibition, actives largely listed as inhibitors. Thyroid hormone receptor beta (Homo sapiens), P10828. TRbeta-SRC2 peptide binding, fluorescence polarization; receptor liganded with 1 µM T3. 0.065% of 280,000 active. AID 1469, 2008;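 note: plate controls were bound peptide for no effect and peptide without receptor for full effect; nearly all actives have a fitted effect of over 50% in size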
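A fluorescence polarization screen tested compounds at multiple concentrations against complex formation between 0.6 uM TRb ligand-binding domain and 20 nM Texas Red SRC2 peptide, with 1 uM T3 present; readout after 5 hr.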
Starred values were filed as active, the others as inactive; & = joins results of further samples; [ ] = remark or other dose. Unless noted, calls come from the whole dose curve; as a rule, active = well fitted curve in the direction sought with a large enough effect; inconclusive = small, poorly fitted or top-dose-only effect, or another doubt; inactive = no such curve, though single readings can be large; an effect the other way counts as inactive or inconclusive. Potency is the fitted concentration of half-maximal effect.

Screening c1ccc(Cn2c[n+](Cc3ccccc3)cn2)cc1 returned TR SRC2 fluor cs -7%, Tau fluor counter -12%, L3MBTL1 block 2%, Tau fibril ThT -9%, HTT ATP protect -21%[10 µM], Tau FP inhib -3%, RECQ1 inh 5% and TRb SRC2 PPI 0%.
For COCCNC(=S)N/N=C/c1ccc([N+](=O)[O-])cc1 the results were TR SRC2 fluor cs -6%, Tau fluor counter -16%, L3MBTL1 block -5%, Tau fibril ThT inconclusive, HTT ATP protect 19%[10 µM], Tau FP inhib -2%, RECQ1 inh -1% and TRb SRC2 PPI -1%.
`NNC(=S)Nc1ccc(OC(F)(F)F)cc1` gave TR SRC2 fluor cs -5%, Tau fluor counter inconclusive, HTT ATP protect 37%[10 µM], Tau FP inhib 16%, RECQ1 inh -8% and TRb SRC2 PPI 5%.
Cc1c(NC(=O)CCSCCc2ccccn2)cccc1[N+](=O)[O-] was read as TR SRC2 fluor cs 0%, Tau fluor counter 4%, Tau fibril ThT 7%, HTT ATP protect -6%, Tau FP inhib -1%, RECQ1 inh -1% and TRb SRC2 PPI 10%.
`COCCn1c(=N)c(C(=O)NCc2ccco2)cc2c(=O)n3ccccc3nc21` gave TR SRC2 fluor cs -1%, Tau fluor counter -1%, L3MBTL1 block 2%, Tau fibril ThT -10%, HTT ATP protect -22%[0.074 µM], Tau FP inhib -4%, RECQ1 inh -5% and TRb SRC2 PPI 3%.
For CCC(=O)NC1(C(F)(F)F)C(=O)NC(C)=C1C#N (configuration not stated) the results were TR SRC2 fluor cs -1%, Tau fluor counter 13%, L3MBTL1 block -4%, Tau fibril ThT 7%, HTT ATP protect 6%[10 µM], Tau FP inhib -5%, RECQ1 inh 1% and TRb SRC2 PPI 6%.
For CCC1=C(OC(=O)N(CC)CC)N2C(=O)OC(=NCc3ccccc3)[C@]2(C)[C@H]2C1=CC[C@H]1C(=O)N(c3ccccc3)C(=O)[C@H]12 the results were TR SRC2 fluor cs -5%&-1%, Tau fluor counter -7%&-2%, Tau fibril ThT -8%&-5%, HTT ATP protect -9%, Tau FP inhib 1%&4%, RECQ1 inh -9%&-19% and TRb SRC2 PPI 2%&-2%.
Screening COc1cccc(-c2cc(=O)c3cc(NC(=O)c4ccccc4)ccc3[nH]2)c1 returned TR SRC2 fluor cs 2%&3%, Tau fluor counter -19%[81.3 µM], L3MBTL1 block 2%, Tau fibril ThT inconclusive, Tau FP inhib -7%[81.3 µM], RECQ1 inh 1% and TRb SRC2 PPI 2%&-3%.
Cc1ccc(S(N)(=O)=O)cc1NC(=O)/C=C/c1cccs1 was read as TR SRC2 fluor cs -2%, Tau fluor counter 3%, L3MBTL1 block -5%, Tau fibril ThT 1%, HTT ATP protect -11%, Tau FP inhib -1%, RECQ1 inh -6% and TRb SRC2 PPI -4%.
Screening CCN1CCN(c2ccc([N+](=O)[O-])cc2S(=O)(=O)N2CCOCC2)CC1 returned TR SRC2 fluor cs 0%, Tau fluor counter 9%, L3MBTL1 block 8%, Tau fibril ThT 10%, HTT ATP protect -9%, Tau FP inhib 2%, RECQ1 inh inactive and TRb SRC2 PPI -8%.
`COc1ccccc1NC(=O)c1sc2nc(N3CCOCC3)c3c(c2c1N)CC(C)(C)OC3` gave TR SRC2 fluor cs -1%, Tau fluor counter -13%, Tau fibril ThT -6%, Tau FP inhib -6% and TRb SRC2 PPI -2%.
For Cc1cccc(NC(=O)CCSc2nncn2C)c1 the results were TR SRC2 fluor cs 1%, Tau fluor counter -6%, L3MBTL1 block -4%, Tau fibril ThT -6%, HTT ATP protect -7%[1.9 µM], Tau FP inhib -5%, RECQ1 inh -8% and TRb SRC2 PPI -1%.
For O=C(CN1C(=O)c2cccc3cccc1c23)NCc1cccnc1 the results were TR SRC2 fluor cs 2%, Tau fluor counter -11%, Tau fibril ThT -16%, HTT ATP protect 2%, Tau FP inhib 0%, RECQ1 inh -2% and TRb SRC2 PPI 6%.
Cc1ccc(-c2nc(CSCC(=O)NCCCN3CCOCC3)c(C)o2)cc1 was read as TR SRC2 fluor cs 2%, Tau fluor counter -4%, L3MBTL1 block -4%, Tau fibril ThT -15%, HTT ATP protect -8%, Tau FP inhib 6%, RECQ1 inh -4% and TRb SRC2 PPI 1%.
N/C(CC(=O)NCCOc1ccccc1)=N\O was read as TR SRC2 fluor cs 1%, Tau fluor counter 4%, Tau fibril ThT 6%, HTT ATP protect -2%[0.074 µM], Tau FP inhib 5%, RECQ1 inh inactive and TRb SRC2 PPI -20%.
For N#CC1(c2ccccc2)CCCN1C(=O)c1ccco1 (configuration not stated) the results were TR SRC2 fluor cs -1%, Tau fluor counter 5%, L3MBTL1 block -2%, Tau fibril ThT 3%, HTT ATP protect -6%, Tau FP inhib 0%, RECQ1 inh -1% and TRb SRC2 PPI -7%.
Screening Cc1occc1C(=O)NNC(=S)Nc1cccc([N+](=O)[O-])c1 returned TR SRC2 fluor cs -5%, Tau fluor counter -8%, L3MBTL1 block 2%, Tau fibril ThT -14%, HTT ATP protect -19%, Tau FP inhib 0%, RECQ1 inh -10% and TRb SRC2 PPI 3%.
CC(NC(=O)c1ccc2nc(CCc3ccccc3)oc2c1)c1ccccc1 (configuration not stated) was read as TR SRC2 fluor cs 2%, Tau fluor counter -15%, Tau fibril ThT -8%, Tau FP inhib -6% and TRb SRC2 PPI 6%.
`C=CCn1c(=O)c2ccccc2n2c(SCC(=O)Nc3sc(C(=O)N(CC)CC)c(C)c3C(=O)OCC)nnc12` gave TR SRC2 fluor cs 0%, Tau fluor counter -19%, L3MBTL1 block -9%, Tau fibril ThT inconclusive, HTT ATP protect -4%[10 µM], Tau FP inhib 4%, RECQ1 inh -10% and TRb SRC2 PPI -4%.
For Cc1c(-c2nnc(SCC(=O)O)n2-c2ccccc2Br)nnn1-c1ccccc1 the results were TR SRC2 fluor cs 7%, Tau fluor counter 1%, L3MBTL1 block 5%, Tau fibril ThT -5%, Tau FP inhib 6%, RECQ1 inh -1% and TRb SRC2 PPI 0%.
`COC(=O)c1sc2cccc(F)c2c1S(=O)(=O)NCc1ccc(Cl)cc1` gave TR SRC2 fluor cs 3%, Tau fluor counter -20%, Tau fibril ThT -3%, Tau FP inhib -16% and TRb SRC2 PPI -1%.
Screening CCCS(=O)(=O)N1CCCC(C(=O)NCCCN(Cc2ccccc2)C(C)C)C1 (configuration not stated) returned TR SRC2 fluor cs -1%, Tau fluor counter -2%, L3MBTL1 block -5%, Tau fibril ThT -8%, HTT ATP protect 4%, Tau FP inhib -10%, RECQ1 inh -7% and TRb SRC2 PPI -3%.
For Cc1ccc(N2CCN(CC(O)COC3CCCCC3)CC2)cc1 (configuration not stated) the results were TR SRC2 fluor cs 2%, Tau fluor counter -6%, L3MBTL1 block 1%, Tau fibril ThT inconclusive, HTT ATP protect -9%, Tau FP inhib 5%, RECQ1 inh -3% and TRb SRC2 PPI -3%.
`COc1cccc(C(=O)N=c2sc3c(C)ccc(OC)c3n2C)c1` gave TR SRC2 fluor cs -1%, Tau fluor counter -13%, L3MBTL1 block 6%, Tau fibril ThT inconclusive, HTT ATP protect 1%[10 µM], Tau FP inhib -2%, RECQ1 inh 0% and TRb SRC2 PPI 3%.
O=C(Cn1c2ccccc2c(=O)c2cc([N+](=O)[O-])ccc21)Nc1ccccc1Cl was read as TR SRC2 fluor cs -1%, Tau fluor counter inconclusive, L3MBTL1 block 1%, Tau fibril ThT -16%, HTT ATP protect 9%[10 µM], Tau FP inhib 6%, RECQ1 inh inactive and TRb SRC2 PPI 7%.
Screening c1ccc(CCc2nn3c(Cc4ccccc4)nnc3s2)cc1 returned TR SRC2 fluor cs 0%, Tau fluor counter -1%, L3MBTL1 block -1%, Tau fibril ThT -16%, HTT ATP protect -11%, Tau FP inhib 1%, RECQ1 inh -2% and TRb SRC2 PPI 6%.
For CCN1CCN(c2ccc(S(=O)(=O)N3CCCC3)cn2)CC1 the results were TR SRC2 fluor cs -3%, Tau fluor counter 10%, L3MBTL1 block -4%, Tau fibril ThT 10%, HTT ATP protect 11%[10 µM], Tau FP inhib 3%, RECQ1 inh -2% and TRb SRC2 PPI 1%.
O=C(CCc1ccc(S(=O)(=O)N2CCOCC2)cc1)Nc1nc(COc2ccccc2)cs1 was read as TR SRC2 fluor cs 1%, Tau fluor counter -27%, Tau fibril ThT 3%, HTT ATP protect -36%, Tau FP inhib 4%, RECQ1 inh 0% and TRb SRC2 PPI -13%.
O=C(NCc1ccccc1)c1cccc(Nc2nc3ccccc3n3nnnc23)c1 was read as TR SRC2 fluor cs 2%, Tau fluor counter -15%, Tau fibril ThT 9%, Tau FP inhib -11% and TRb SRC2 PPI 4%.
For COc1ccc(S(=O)(=O)N(CC(=O)Nc2ccc(C)cc2)c2ccc(C)cc2)cc1OC the results were TR SRC2 fluor cs 0%, Tau fluor counter -15%, Tau fibril ThT 13%, Tau FP inhib -13% and TRb SRC2 PPI -2%.

Quoted at random: 2 records from the list, in no set order.
`COc1cccc(C(=O)N=c2sc3c(C)ccc(OC)c3n2C)c1` gave TR SRC2 fluor cs -1%, Tau fluor counter -13%, L3MBTL1 block 6%, Tau fibril ThT inconclusive, HTT ATP protect 1%[10 µM], Tau FP inhib -2%, RECQ1 inh 0% and TRb SRC2 PPI 3%.
For Cc1cccc(NC(=O)CCSc2nncn2C)c1 the results were TR SRC2 fluor cs 1%, Tau fluor counter -6%, L3MBTL1 block -4%, Tau fibril ThT -6%, HTT ATP protect -7%[1.9 µM], Tau FP inhib -5%, RECQ1 inh -8% and TRb SRC2 PPI -1%.

The list is partial; count on the stated rates, not on these rows.
